APJ antagonist – antagonists of human apelin receptor APJ, primary screen, CHO-K1 cells, beta-arrestin complementation, luminescence. P35414. inhibition, % at 20 µM. 330,000 tested, 0.32% active. AID 2521, 2010;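 active means inhibition above about 40% at 20 µM, limit read from the data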;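 further: cells challenged with 10 nM apelin-13 agonist together with compound; plate controls were apelin-13 plus DMSO wells for no effect and DMSO wells lacking apelin-13 for full effect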
Target sequence (P35414 whole entry, looked up): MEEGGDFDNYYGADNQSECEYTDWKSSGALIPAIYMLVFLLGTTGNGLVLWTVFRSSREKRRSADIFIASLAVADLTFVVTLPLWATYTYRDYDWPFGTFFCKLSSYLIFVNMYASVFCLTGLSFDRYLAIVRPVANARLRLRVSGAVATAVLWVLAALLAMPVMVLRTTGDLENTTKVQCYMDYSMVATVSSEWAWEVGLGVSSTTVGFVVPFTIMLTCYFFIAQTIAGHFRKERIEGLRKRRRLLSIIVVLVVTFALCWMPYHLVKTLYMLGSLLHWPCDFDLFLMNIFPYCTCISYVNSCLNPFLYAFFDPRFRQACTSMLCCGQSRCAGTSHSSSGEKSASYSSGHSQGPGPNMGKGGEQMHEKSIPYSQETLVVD
UBC13 polyUb – UBC13 polyubiquitin chain formation inhibitors, primary screen, biochemical, TR-FRET, uHTS; Ubiquitin-conjugating enzyme E2 N (Homo sapiens), P61088; inhibition, % at 20 µM; 330,000 tested, 0.47% active; AID 485273, 2010; in the data active means inhibition above about 45%, passing the limit was not always enough
Target sequence (P61088 whole entry, looked up): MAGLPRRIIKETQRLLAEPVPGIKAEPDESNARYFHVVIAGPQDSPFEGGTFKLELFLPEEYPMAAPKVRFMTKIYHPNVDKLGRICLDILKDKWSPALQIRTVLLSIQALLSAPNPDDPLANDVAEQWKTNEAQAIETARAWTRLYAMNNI
Jurkat NFkB inh – inhibitors of induced NF-kB luciferase reporter, primary screen, TCR NF-kB activation inhibitor project, cell-based, luminescence, uHTS. Jurkat, PMA/ionomycin-induced NF-kB luciferase reporter. inhibition, % at 4 µM. AID 435003, 2010. 330,000 tested, 0.53% active; in the data active means inhibition above about 50%
Gli-Sufu antag – Gli-Sufu pathway antagonists, primary screen, luciferase luminescence, Sufu-KO-LIGHT cells, uHTS | inhibition, % at 5 µM | 340,000 tested, 0.74% active | AID 588413, 2011 | Sufu-KO-LIGHT fibroblasts, Gli luciferase reporter luminescence;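 active means inhibition above about 55%, limit read from the data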;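 further: 0% = DMSO-treated cells and 100% = wells with medium but no cells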
697 NFkB inh – inhibitors of PMA/ionomycin-induced NF-kB reporter, 697 cells, primary screen, B-cell NF-kB inhibitor project, cell-based, luminescence, uHTS; 697 B-cell NF-kB luciferase reporter, 16 h; inhibition, % at 4 µM; 330,000 tested, 0.33% active; AID 435022, 2010; in the data active means inhibition above about 35%
CCR6 antag – CCR6 receptor antagonists, primary screen, cell-based, CHO-K1, luminescence, beta-arrestin, uHTS; C-C chemokine receptor type 6 (Homo sapiens), P51684; CHO-K1 CCR6 PathHunter beta-arrestin, CCL20-stimulated; inhibition, % at 20 µM; 340,000 tested, 0.49% active; AID 493098, 2011;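 active means compounds whose inhibition of the agonist-driven luminescence signal at 20 µM reaches about 50%, limit read from the data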;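 further: cells stimulated with CCL20 at 14 nM final; plate controls were DMSO with CCL20 for no effect and DMSO without agonist for full effect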
EBI2 block – EBI2 receptor antagonists, beta-arrestin recruitment, primary screen, cell-based, luminescence, 7a,25-OHC stimulation, uHTS | 7a,25-OHC stimulated | 360,000 tested, 0.81% active | inhibition, % at 5 µM | G-protein coupled receptor 183 (Homo sapiens), P32249 | AID 651636, 2012; in the data active means inhibition above about 38%;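 further: enzyme fragment complementation signal reports receptor beta-arrestin coupling in cells; 0% = agonist plus DMSO wells and 100% = wells without agonist; some results beyond the cut were filed as inactive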
CXCR6 block – CXCR6 receptor inhibitors, primary screen, cell-based, beta-arrestin, luminescence, CHO-K1 PathHunter, 1536-well; inhibition, % at 20 µM; 360,000 tested, 0.36% active; AID 602244, 2012; in the data active means inhibition above about 34%, passing the limit was not always enough;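 further: antagonist mode with CXCL16 agonist at 10 nM final; 0% = 10 nM CXCL16 with DMSO and 100% = unstimulated wells without agonist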
Target sequence (O00574 whole entry, looked up): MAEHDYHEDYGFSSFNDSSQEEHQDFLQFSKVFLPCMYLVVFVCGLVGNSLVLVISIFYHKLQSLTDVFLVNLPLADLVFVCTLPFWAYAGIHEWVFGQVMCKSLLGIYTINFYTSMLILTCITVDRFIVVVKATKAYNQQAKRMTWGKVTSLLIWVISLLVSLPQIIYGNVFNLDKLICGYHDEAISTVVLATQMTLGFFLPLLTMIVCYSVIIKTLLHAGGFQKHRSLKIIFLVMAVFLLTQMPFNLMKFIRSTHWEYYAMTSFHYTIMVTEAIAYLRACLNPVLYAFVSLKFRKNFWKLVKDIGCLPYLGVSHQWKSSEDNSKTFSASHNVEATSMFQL
An asterisk follows results filed as active; · = no result given. The order is random, and some 3% of all compounds hit somewhere here.

#	canonical_smiles	APJ antagonist	UBC13 polyUb	Jurkat NFkB inh	Gli-Sufu antag	697 NFkB inh	CCR6 antag	EBI2 block	CXCR6 block
1	O=C(N1CCN(c2ccccc2)CC1)C1(c2cccs2)CCOCC1	-5	-4	-3	-5	-26	-2	9	5
2	CCOCCCNC(=O)c1ccccc1OC1CCN(S(C)(=O)=O)CC1	5	-14	2	4	15	9	6	0
3	CCCc1cc(=O)[nH]c(SCC(=O)N2CCN(c3ccccc3)CC2)n1	12	-10	7	3	18	10	0	-6
4	Cc1[nH]c2ccccc2c1/C=N/NC(=O)c1cccc([N+](=O)[O-])c1	9	-11	-25	-15	-35	5	-9	-7
5	Cc1ccc(-c2c(C(=O)O)c(C(=O)O)c3n2CCC3)cc1	-9	-5	-2	-8	-13	-10	-5	3
6	CN(C)c1ccc(NC(=O)Cc2ccccc2)c2ccccc12	-7	8	3	11	-5	-10	-2	-5
7	O=C(NC1CCCCC1)C1c2ccccc2C(=O)N1Cc1ccco1 (stereo unspecified)	17	4	4	5	17	4	6	-2
8	O=C(CCC(=O)N(CC(=O)NC1CCCC1)Cc1ccc(F)cc1)Nc1nccs1	6	4	-6	-8	4	-11	-10	0
9	COC(=O)c1cc(NS(=O)(=O)c2ccc(NCc3cccnc3)c([N+](=O)[O-])c2)cc(C(=O)OC)c1	2	-12	0	3	-12	16	-3	10
10	S=C(Nc1ccc2nc(-c3ccccn3)c(-c3ccccn3)nc2c1)N1CCOCC1	-29	-50	2	0	-7	-9	-14	-6
11	O=c1c2ccccc2n2c(=S)[nH]nc2n1-c1ccccc1	-6	0	3	-9	-5	12	8	6
12	O=C(CCc1ccccc1Cl)Nc1cc2c(cc1C(=O)O)OCCCO2	-6	2	-4	-5	9	11	-9	0

The list continues:
#	canonical_smiles	APJ antagonist	UBC13 polyUb	Jurkat NFkB inh	Gli-Sufu antag	697 NFkB inh	CCR6 antag	EBI2 block	CXCR6 block
13	COc1cc2c(cc1NC(=O)C(C)OC(=O)c1ccc(S(=O)(=O)Nc3ccccc3Cl)cc1)oc1ccccc12 (stereo unspecified)	14	-29	-11	-6	-20	34	10	-9
14	CC(NC(=O)c1ccco1)C(=O)N1CCc2ccccc2C1 (stereo unspecified)	30	-10	-50	29	-24	21	-19	6
15	N#C/C(=C\c1ccco1)C(=O)NCc1ccccc1	-4	-8	-8	-10	-7	-6	-2	2
16	c1ccc(-c2cncn2-c2ccccc2)cc1	9	5	1	-11	-18	8	-6	2
17	CCOC(=O)c1c(=O)n(O)c2ccc(C)cc2[n+]1[O-]	-11	-13	8	8	12	1	-11	-1
18	COc1cccc2cc(C(C)N(CCCN3CCOCC3)C(=S)Nc3ccc(C)cc3)oc12 (stereo unspecified)	5	-5	4	5	-7	0	8	-6
19	Cc1cc([N+](=O)[O-])nn1Cc1ccc(C(=O)N/N=C/c2ccc(F)cc2)cc1	13	2	9	8	5	6	14	8
20	COc1ccc(NC(=O)CSc2nc(=O)n(CCN3CCOCC3)c3c2CCCC3)c(OC)c1	7	3	-5	25	3	7	-2	-5
21	Cc1cc(=O)oc(C)c1C(=O)NCCCN1CCN(c2ccccc2F)CC1	0	-2	8	6	30	2	-9	1
22	COc1ccccc1NS(=O)(=O)NC(=O)c1c(C)[nH]c2ccccc12	-11	-3	8	-1	8	5	-11	9
23	O=C1COc2cc(ccc2[N+](=O)[O-])Oc2ccc(cc2Cl)C(=O)CCCCO1	17	-3	10	-1	7	12	5	0
24	CCOC(=O)C1(Cc2ccccc2)CCCN(C2CCCC2)C1 (stereo unspecified)	-5	8	6	19	10	-1	24	15

(more compounds)
#	canonical_smiles	APJ antagonist	UBC13 polyUb	Jurkat NFkB inh	Gli-Sufu antag	697 NFkB inh	CCR6 antag	EBI2 block	CXCR6 block
25	O=C(c1ccco1)N1CCN(C(=O)c2cnn(-c3cccc(F)c3)c2C2CCNCC2)CC1	14	0	12	-2	15	-11	-5	0
26	CC(=O)Nc1ccc(C(=O)COC(=O)CCc2ccccc2)c(F)c1	-3	0	4	-16	5	4	2	2
27	O=C(O)CN1C(=O)CCS(=O)c2ccccc21 (stereo unspecified)	1	1	-6	2	2	7	-7	-10
28	CC(C)(CNC(=O)c1ccc(-c2ccccc2Cl)o1)N1CCOCC1	0	-4	-35	-10	-45	2	8	8
29	Cc1cccc(C)c1NC(=O)Cn1nc(-c2ccc(Cl)s2)ccc1=O	-2	4	19	-5	-14	10	14	4
30	CCN1C(=NCc2cccc(Cl)c2)N[C@@H](c2cccc(F)c2)C(C(=O)OC)=C1C	32	30	7	15	-17	7	-9	3
31	FC(F)(F)c1nnc2ccc(N3CCCCCC3)nn12	-1	-2	-4	13	-8	-13	-1	-5
32	CCC(C)N(C(=O)COc1ccccc1C(=O)NCc1ccccc1)C1CCS(=O)(=O)C1 (stereo unspecified)	16	4	8	3	9	2	-3	8
33	COc1ccccc1NC(=O)c1nnn(Cc2ccccc2)c1NC(=O)C(F)(F)F	12	-17	-21	-8	5	-4	2	-3
34	Cc1cc(C)c(NC(=O)CNC(=O)CSc2nnc(N)s2)c(C)c1	13	-8	-1	-1	0	-31	-1	4
35	COc1ccc(OCCC(=O)Nc2ccc(S(N)(=O)=O)cc2)cc1	-5	2	-18	-11	17	12	-19	-8
36	CCOC(=O)c1sc2ccc(S(=O)(=O)N3CCOCC3)cc2c1N	3	-2	-15	6	10	11	2	-1

Further entries follow.
#	canonical_smiles	APJ antagonist	UBC13 polyUb	Jurkat NFkB inh	Gli-Sufu antag	697 NFkB inh	CCR6 antag	EBI2 block	CXCR6 block
37	COc1ccccc1C(=O)NC(=O)COC(=O)Cn1cnc2c1c(=O)n(C)c(=O)n2C	14	0	13	-2	8	-6	9	1
38	Cc1ccc(CNC(=O)CCc2nnc(Cc3ccc(-c4ccccc4)cc3)o2)o1	7	3	18	-1	9	17	9	7
39	CCOC(=O)Nc1ccc2c(c1)N(C(=O)CN(CC)CC)c1ccccc1CC2	-6	-2	-1	-9	-9	-1	7	-1
40	CC1CCN(c2c(NCC3CCC(C(=O)N4CCCC(C)C4)CC3)c(=O)c2=O)CC1 (stereo unspecified)	18	5	4	9	8	-16	-5	2
41	CCOc1cc2[nH]c(=O)n(CCCC(=O)NCc3ccc(OC)cc3)c(=O)c2cc1OCC	-7	-4	15	1	23	-5	2	-3
42	Cn1cnc(S(=O)(=O)N2CCN(c3ccc(Cl)cc3)CC2)c1	-4	-10	-7	11	-36	-1	-11	-21
43	O=S(=O)(c1ccccc1)c1nc(-c2cccs2)oc1NCCCn1ccnc1	-17	4	-8	7	3	-2	-4	7
44	CCC1(c2ccccc2)NC(=O)N(CC(=O)N(CC(=O)Nc2ccccc2C(F)(F)F)Cc2ccco2)C1=O (stereo unspecified)	-58	0	7	-10	4	5	14	-4
45	COC(=O)c1ccc(OCC2c3cc(OC)c(OC)cc3CCN2C(=O)C2CC2)cc1 (stereo unspecified)	-12	-11	20	10	-7	-10	-2	-4
46	CCOC(=O)CSC1=Nc2ccccc2C2=NC(CC(=O)NCc3cccs3)C(=O)N12 (stereo unspecified)	2	-3	-35	-3	-38	15	-13	1
47	COc1ccc(Cl)cc1Nc1nc(C)cc(=O)[nH]1	-11	-9	-19	8	2	-22	-17	-11
48	Cc1noc(/C=C/N(C)C)c1S(=O)(=O)N(C)CC(=O)N1CCc2ccccc21	-10	-5	-5	2	9	3	·	·

The list goes on.
#	canonical_smiles	APJ antagonist	UBC13 polyUb	Jurkat NFkB inh	Gli-Sufu antag	697 NFkB inh	CCR6 antag	EBI2 block	CXCR6 block
49	Cc1cc(OCC(=O)N[C@@H](Cc2c[nH]c3ccccc23)C(=O)O)c2c(C)c(C)c(=O)oc2c1	8	-1	1	5	16	-2	-2	-8
50	N=c1c2c(-c3ccccc3)c(-c3ccccc3)n(Cc3ccccc3)c2ncn1CCO	-11	7	48	9	-5	29	32	3
51	CC(=O)c1cccc(NC(=O)Cn2cnc(S(=O)(=O)N3CCCCC3)c2)c1	-3	4	19	13	13	-6	-3	-4
52	Cc1cc(OCCOc2cccc3cccnc23)cc(C)c1Cl	-5	6	-12	4	17	2	24	-3
53	[O-]/[N+](=N\Nc1ccc(Cl)cc1)c1ccccc1	·	·	·	-90	·	27	-2	9
54	O=S(=O)(NCCc1c[nH]c2ccccc12)c1ccc(F)cc1	·	·	·	-6	·	-1	5	-4
55	CCS(=O)(=O)N1CCN(c2ccccn2)CC1	-9	4	5	-2	-1	6	1	-1
56	CC(=O)Nc1cc(Cl)c(N=Cc2ccc(O)cc2O)cc1Cl	2	-6	10	4	-16	13	2	2
57	CS(=O)(=O)c1ccc(NCC2CCCO2)c([N+](=O)[O-])c1 (stereo unspecified)	6	-12	23	-10	14	8	1	4
58	CCOC(=O)COc1c(/C=N\OC)cc(Cl)cc1OC	13	1	1	-7	10	20	-5	7
59	O=C(N/N=C/c1ccsc1)c1c[nH]c2ccccc12	7	-5	-49	-69	-92	1	-3	0
60	CN(C)C=NC(=O)c1ccc([N+](=O)[O-])c(CS(=O)(=O)c2ccc(Cl)cc2)c1	-2	4	11	0	0	-9	6	-4
61	O=C(CCC1CCCN(C(=O)c2ccncc2)C1)NCc1ccc(F)c(F)c1 (stereo unspecified)	-32	-7	-32	-24	-37	-3	4	-4
62	Cc1cc2cc(CNC(=S)NC3CCCCC3)ccc2n1C	11	8	4	1	17	7	3	18
63	O=C(COc1ccc2ccccc2c1)Nc1ccccc1C(=O)O	13	-8	19	-9	-33	2	1	-3
